TbPYK inhibitor = inhibitors of Trypanosoma brucei pyruvate kinase; 0.12% of 410,000 active; AID 624173; TbPYK enzyme, Kinase-Glo Plus ATP luminescence, 45 min; Potency, µM (titrated, usually from 76.8 µM), without a hit: at the top dose activity, negative = inhibition, hits mostly inhibitors; Q57TT1; further: potency means the concentration at half of the fitted maximal effect; on the % scale 0 is the no-effect control and ±100 the full control effect; nearly all actives have a fitted effect of over 50% in size
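In this concentration-response screen, enzyme-free wells defined baseline while DMSO plates tracked drift. Each reaction combined TbPYK, substrate, compound and 130 uM ADP for 45 min at room temperature. Kinase-Glo Plus luminescence gave the signal.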
Pf growth 96h = P. falciparum growth inhibition at 96 hour, primary screen for plastid delayed-death inhibitors. P. falciparum luciferase reporter growth, 96 h. Potency, µM (highest dose often 28.7 µM), for the others: at the top dose activity change, negative = inhibition, most hits filed as inhibitors. 6.9% of 320,000 active. AID 504834; further: potency means the concentration at half of the fitted maximal effect; on the % scale 0 is the no-effect control and ±100 the full control effect
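Readout is luminescence from an integrated firefly luciferase in P. falciparum. Red cells, 2% hematocrit and 0.05% parasitemia final, were cultured with compound through two parasite generations (96 hours) at 37 C, 5% CO2.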
Shiga inhibitor = inhibitors of Shiga toxin in Vero cells. AID 2315. 9.2% of 290,000 active. Vero cells, Shiga toxin protein synthesis inhibition reporter. inhibition, % at 38.7 µM; in the data active means inhibition mostly above about 28%, no sharp cut-off; inactive means mostly below about 43%; further: 0% is about no effect
AmpC no deterg = blocks E. coli AmpC beta-lactamase in detergent-free assay | Potency, µM (doses to about 57.1 µM), for the others: top-dose activity change, negative = inhibition, hits mostly inhibitors | AID 485341 | AmpC nitrocefin hydrolysis, absorbance 480 nm, 0.0001% Triton | 0.52% of 330,000 active;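 further: potency means the concentration at half of the fitted maximal effect; plate controls were no compound for no effect and no enzyme for full effect; nearly all actives have a fitted effect of over 20% in size; some results filed as inactive show a strong effect at the top dose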
Target sequence (P00811 whole entry, looked up): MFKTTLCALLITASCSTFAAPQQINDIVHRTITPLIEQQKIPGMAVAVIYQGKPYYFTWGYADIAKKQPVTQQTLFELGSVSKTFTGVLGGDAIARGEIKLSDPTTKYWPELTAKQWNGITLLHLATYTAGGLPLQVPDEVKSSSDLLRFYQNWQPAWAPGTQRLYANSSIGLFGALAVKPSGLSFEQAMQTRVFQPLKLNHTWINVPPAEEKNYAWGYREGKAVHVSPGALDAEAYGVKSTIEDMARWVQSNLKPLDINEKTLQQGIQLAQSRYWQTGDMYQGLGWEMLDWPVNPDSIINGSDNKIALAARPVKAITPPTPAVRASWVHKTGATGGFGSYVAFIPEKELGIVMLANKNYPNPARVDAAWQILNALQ
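AmpC (5.3 nM in the dispensed reagent) in 20 mM phosphate pH 7.0 with 0.01% (detergent screen) or 0.0001% Triton X-100 was preincubated with compounds for 15 min at room temperature. Nitrocefin was then added from an 800 uM solution, and hydrolysis was followed at 480 nm.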
Cycloheximide cs = affects cycloheximide protein synthesis inhibition readout, counter-screen. AID 2314. cell reporter, cycloheximide protein synthesis inhibition counterscreen. max response, %. 12% of 300,000 active; in the data active means max response mostly above about 13%, no sharp cut-off; inactive means mostly below about 14%; further: read at 38.3 µM for the half of the compounds with a filed dose; 0% is about no effect
Pf growth 48h = P. falciparum growth inhibition at 48 hours (one generation); P. falciparum luciferase growth in erythrocytes, 48 h; Potency, µM (top dose mostly 28.7 µM), inactives show top-dose activity change, negative = inhibition, usual class: inhibitors; 5.9% of 310,000 active; AID 504832; further: potency means the concentration at half of the fitted maximal effect; on the % scale 0 is the no-effect control and ±100 the full control effect
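Cell-based growth assay: transgenic P. falciparum expressing firefly luciferase, cultured in red cells within RPMI 1640 containing 0.5% w/v Albumax, 24 mM bicarbonate and gentamycin. A drop in luciferase activity indicates inhibition.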
LmPK inh = LmPK (Leishmania mexicana) enzyme inhibition. Q27686. purified LmPK, Kinase-Glo ATP luminescence, 1 h. 0.37% of 290,000 active. AID 1721. Potency, µM (doses to about 57.5 µM), without a hit: top-dose activity change, negative = inhibition, usual class: inhibitors; further: potency means the concentration at half of the fitted maximal effect; on the % scale 0 is the no-effect control and ±100 the full control effect
Target sequence (Q27686 whole entry, looked up): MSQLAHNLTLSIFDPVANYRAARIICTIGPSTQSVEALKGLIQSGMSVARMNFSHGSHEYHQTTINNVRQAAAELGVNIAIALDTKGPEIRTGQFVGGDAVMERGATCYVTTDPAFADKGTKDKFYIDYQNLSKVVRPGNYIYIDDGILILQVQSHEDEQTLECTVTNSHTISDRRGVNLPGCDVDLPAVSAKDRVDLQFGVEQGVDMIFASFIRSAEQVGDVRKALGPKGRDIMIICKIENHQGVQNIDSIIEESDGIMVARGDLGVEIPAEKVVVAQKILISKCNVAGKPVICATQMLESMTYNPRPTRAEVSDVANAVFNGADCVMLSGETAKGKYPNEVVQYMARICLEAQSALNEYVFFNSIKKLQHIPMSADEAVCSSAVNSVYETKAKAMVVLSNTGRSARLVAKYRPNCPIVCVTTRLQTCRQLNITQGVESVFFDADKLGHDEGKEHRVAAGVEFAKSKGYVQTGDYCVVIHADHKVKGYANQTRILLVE
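Screened at intermediate enzyme activity to detect both inhibitors and activators: LmPK at 0.1 nM, with a 0.5 nM enzyme column as activation reference. PEP 0.5 mM, ADP 0.1 mM; ATP detected by luminescence after 1 h.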
Numbers without * were called inactive; ? = inconclusive; · = not tested or not shown; & = joins results of further samples; [ ] = another dose, or the depositor's remark. Unless noted, the call rests on the fitted dose curve; in most records, active means well fitted curve in the direction sought with a large enough effect; inconclusive means small, poorly fitted or top-dose-only effect, or another doubt; inactive means no such curve, though single readings can be large; an effect the other way counts as inactive or inconclusive. Rows are unselected. About 22% of those tested had a hit in this group.

Each structure is followed by: TbPYK inhibitor	Pf growth 96h	Shiga inhibitor	AmpC no deterg	Cycloheximide cs	Pf growth 48h	LmPK inh
> COC(=O)c1c(NC(=O)Cc2ccccc2)sc2c1CC(C)(C)NC2(C)C
→ -28%	?	-6	3%	-1	?	3%
> CCCCN1CCC(O)(c2ccccc2)C(C(=O)c2ccccc2)C1 (stereo not drawn)
→ -8%	32%[activator]	25	-27%	5	-11%	3%
> Cc1ccc(S(=O)(=O)/N=C(/Nc2nc(C)cc(C)n2)N2CCOCC2)cc1
→ ·	-6%	14	-6%	-3	1%	0%
> COc1ccc(-c2ccc(-c3noc(C(C)C)n3)c(OC)n2)cc1
→ 1%	-3%	69	55%	40*	24%	0%
> O=C(NCCCCNC(=O)c1cccnc1)c1cccnc1
→ 7%	0%	-9	-12%	-2	13%	-1%
> COc1cccc(N(CC(=O)NCC2CCCO2)C(=O)CCC(=O)Nc2nccs2)c1 (stereo not drawn)
→ -11%	48%[activator]	-12	87%[activator]	0	?	1%
> COc1ccc(C2NC(=O)NC(C)=C2C(=O)OCC2CCCCC2)cc1OC (stereo not drawn)
→ 2%	14%	-14	38%	-2	-18%	1%
> O=C(CSc1nc(-c2ccccc2)cc(=O)[nH]1)NCc1ccc2c(c1)OCO2
→ -2%	8%	-9	-17%	-1	-14%	-3%
> O=C(c1cc(-c2cccnc2)nc2ccc(Cl)cc12)N1CCC2(CC1)OCCO2
→ -2%	-8%	23	-10%	-1	4%	0%
> COc1ccc(N2CC(C(=O)NCCc3ccc(OC)c(OC)c3)CC2=O)cc1 (stereo not drawn)
→ ·	-4%	-13	-12%	-2	2%	1%
> COc1ccc(OC)c(S(=O)(=O)N2CCC(C(=O)N3CCN(c4ccc(F)cc4)CC3)CC2)c1
→ -18%	?	-6	173%[activator]	10	?	-4%
> Cc1ccc(OCc2nnc(SCC(=O)NC3CCCCC3)n2C)cc1
→ -3%	12%	36	2%	22	-8%	4%
> Cc1n[nH]c(=O)nc1N/N=C/c1cccs1
→ -28%	?	30*	-26%	26*	?	?
> C=CCSc1nc2c(c(=O)[nH]1)C(C(C)C)C(C#N)=C(N)O2 (stereo not drawn)
→ -4%	-4%	-12	-34%	-10	·	-2%
> Cc1cc2c(SCC(=O)NCC3CCCO3)ncnc2s1 (stereo not drawn)
→ 5%	-13%	-3	5%	8	-2%	1%
> Clc1ccc(-c2nnc(-c3ccccc3)o2)cn1
→ 5%	34%[activator]	7	-6%	11*	45%[activator]	-2%
> Cc1c(Cl)cccc1NC(=O)Cn1nnc(C(=O)NCc2cccs2)c1N
→ 5%	10%	-15	-11%	0	0%	-3%
> CSc1nnnn1-c1ccc(C)c(Cl)c1
→ -1%	25%	18	-14%	-3	11%	0%
> CCCc1nc(NCc2ccco2)c(C#N)c2c1COC(C)(C)C2
→ -1%	?	-4	-15%	-2	?	3%
> O=C(Nc1cc(Sc2nc3ccccc3s2)cc([N+](=O)[O-])c1)c1cccc(F)c1F
→ -5%	-19%	-3	-56%	4	?	1%

In another format: four of the compounds above
Cc1n[nH]c(=O)nc1N/N=C/c1cccs1
- TbPYK inhibitor = -28%
- Pf growth 96h = ?
- Shiga inhibitor = 30*
- AmpC no deterg = -26%
- Cycloheximide cs = 26*
- Pf growth 48h = ?
- LmPK inh = ?
Clc1ccc(-c2nnc(-c3ccccc3)o2)cn1
- TbPYK inhibitor = 5%
- Pf growth 96h = 34%[activator]
- Shiga inhibitor = 7
- AmpC no deterg = -6%
- Cycloheximide cs = 11*
- Pf growth 48h = 45%[activator]
- LmPK inh = -2%
Cc1cc2c(SCC(=O)NCC3CCCO3)ncnc2s1 (stereo not drawn)
- TbPYK inhibitor = 5%
- Pf growth 96h = -13%
- Shiga inhibitor = -3
- AmpC no deterg = 5%
- Cycloheximide cs = 8
- Pf growth 48h = -2%
- LmPK inh = 1%
Cc1ccc(OCc2nnc(SCC(=O)NC3CCCCC3)n2C)cc1
- TbPYK inhibitor = -3%
- Pf growth 96h = 12%
- Shiga inhibitor = 36
- AmpC no deterg = 2%
- Cycloheximide cs = 22
- Pf growth 48h = -8%
- LmPK inh = 4%

(listing goes on)
Each structure is followed by: TbPYK inhibitor	Pf growth 96h	Shiga inhibitor	AmpC no deterg	Cycloheximide cs	Pf growth 48h	LmPK inh
> CCc1cc2ccc(C)c(C)c2nc1SCC(=O)Nc1cc(C)on1
→ -5%	8%	-11	-7%	-1	-27%	-3%
> OC1CCC(NC(=S)Nc2ccc(SC(F)F)cc2)CC1 (stereo not drawn)
→ -3%	26%	75*	-17%	36*	142%[activator]	1%
> CC[C@@H]1[C@H]2CCCC(=O)N3CC[C@@H](C[C@@H]1Nc1ccccc1)[C@@H]23
→ -3%	0%	-7	77%[activator]	2	?	1%
> O=C(NCCCN1CCOCC1)c1ccc(Cl)s1
→ 0%	-18%	-4	-8%	-2	·	1%
> C[C@@H]1[C@H]2[C@@H](O[C@@H]3O[C@H](CO)[C@@H](O)[C@H](O)[C@H]3O)OC=C(C(=O)O)[C@H]2C[C@@H]1O
→ 0%	-8%	·	-13%	·	1%	·
> CCN=c1scc(-c2ccc3c(c2)NC(=O)CO3)n1N=C1CCCC1
→ 4%&-9%	?	-12	-18%	-1	?	1%
> COc1ccc(-n2c(=O)c3c4c(sc3n(CC(=O)Nc3cc(C)[nH]n3)c2=O)CCCC4)c(OC)c1
→ 5%	27%	-5	85%[activator]	-7	?	0%
> CCn1c(SCC(=O)NCc2ccc3c(c2)OCO3)nnc1-c1ccncc1
→ -6%	31%[activator]	-10	-1%	-6	7%	0%
> N#C/C(=C\c1ccc(O)c(Br)c1)C(=O)N1CCCCC1
→ 3%	?	8	-31%	11	6%	3%
> CCOP(=O)(OCC)C(NC(=O)c1ccc(OC)cc1)c1ccccc1 (stereo not drawn)
→ 3%	30%	-7	4%	-4	4%	-7%
> O=C(NC1CCN(Cc2ccccc2)CC1)c1ccccc1OCc1ccccc1
→ 7%	9.3µM*	-4	42%	-6	?	6%
> COc1ccccc1NC(=O)c1ccc(-n2cccn2)c([N+](=O)[O-])c1
→ 2%	-3%	37	-32%	5	-11%	1%
> C=CC[C@@H]1/C=C(\C)C[C@H](C)C[C@H](OC)[C@H]2O[C@@](O)(C(=O)C(=O)N3CCCC[C@H]3C(=O)O[C@H](/C(C)=C/[C@@H]3CC[C@@H](O)[C@H](OC)C3)[C@H](C)[C@@H](O)CC1=O)[C@H](C)C[C@@H]2OC
→ -4%	1.5µM*	-6&25	·	-3&-3	1.7µM*	·
> CCCN1CCN(CCCNC(=O)c2ccc3c(=O)n(CCc4ccccc4)c(=O)[nH]c3c2)CC1
→ 4%	?	17	-2%	-3	?	12%
> CC(C)(C)C(O)C(Cc1ccccc1Cl)n1cncn1 (stereo not drawn)
→ 0%	?	3	1%	-3	?	5%
> CCN1CCN(c2cc(C)c3cc(NC(=S)NCCN(C)C)ccc3n2)CC1
→ -10%	70%[activator]	-5	-10%	2	?	-1%
> CCCn1ncc(CN2CCN(CCc3ccccc3)C(CCO)C2)c1C (stereo not drawn)
→ 4%	-18%	24	0%	-2	18%	5%
> COc1ccc(CCNC(=O)C2CC(=O)N(CCc3ccccc3)C2)cc1OC (stereo not drawn)
→ 4%	8%	-7	12%	-3	21%	1%
> C=CCOc1cccc(CNCc2ccncc2)c1
→ 3%	2%	8	-11%	-1	3%	4%
> CCOc1ccccc1CN1CCCC(C(=O)Nc2cccc(-n3cccn3)c2)C1 (stereo not drawn)
→ 11%	30%	4	81%[activator]	-4	?	1%
> COCCNc1nnc(Cc2ccc(Cl)cc2)c(=O)[nH]1
→ 3%	-6%	-10	-7%	-6	9%[0.00184 µM]	-2%
> Cc1sc2ncnc(N3CCN(S(=O)(=O)c4ccc(F)cc4)CC3)c2c1C
→ -6%	-4%	-8	-25%	-1	-18%	1%
> O=C(NNC(=S)Nc1cccc(Cl)c1)c1ccccc1
→ -23%	?	42*	-41%	27*	12%	-8%
> Cc1cc(C(=O)NNC(=O)c2cccs2)c(C)o1
→ -3%	-1%	·	-4%	·	32%[activator]	·
> COc1ccc(-n2nc(C(=O)NCC(=O)NCc3ccc(F)cc3)c3ccccc3c2=O)cc1OC
→ 8%	-35%	4	-8%	-2	20%	0%
> COC(=O)c1sc(NC(C)=O)c(C(=O)OC)c1C
→ 1%	7%	21	-21%	-1	12%	4%
> O=C(CN1CCN(c2ccccc2)CC1)Nc1ccc(-n2cnnn2)cc1
→ 3%	-27%	9	-7%	-1	-12%	2%
> COc1ccc(OC)c2c1sc(=NC(=O)C(C)(C)C)n2C
→ 5%	5%	-3	-7%	-1	·	6%
> c1ccc(OCCN2CCN(Cc3nc(-c4ccc5c(c4)OCO5)no3)CC2)cc1
→ 4%	15µM*	3	105%[activator]	7	36%[activator]	-1%
> CCN(CC)CCNc1nc(SC)nc2sc3c(c12)CCN(C)C3
→ -2%	?	-6	29%	-1	?	1%

2 of these compounds, reformatted:
> O=C(CN1CCN(c2ccccc2)CC1)Nc1ccc(-n2cnnn2)cc1
  TbPYK inhibitor = 3% | Pf growth 96h = -27% | Shiga inhibitor = 9 | AmpC no deterg = -7% | Cycloheximide cs = -1 | Pf growth 48h = -12% | LmPK inh = 2%
> COCCNc1nnc(Cc2ccc(Cl)cc2)c(=O)[nH]1
  TbPYK inhibitor = 3% | Pf growth 96h = -6% | Shiga inhibitor = -10 | AmpC no deterg = -7% | Cycloheximide cs = -6 | Pf growth 48h = 9%[0.00184 µM] | LmPK inh = -2%

Continuation.
Each structure is followed by: TbPYK inhibitor	Pf growth 96h	Shiga inhibitor	AmpC no deterg	Cycloheximide cs	Pf growth 48h	LmPK inh
> CCC(=O)c1ccc(OCC(O)CNC2CCCC2)cc1 (stereo not drawn)
→ 2%	?	·	-24%	1	-19%	-2%
> CCCCN=CC1=C(O)CC(c2ccccc2)CC1=O (stereo not drawn)
→ 0%	43%[activator]	7	-5%	-1	-15%	1%
> O=C(N/N=C/c1ccco1)c1cc(-c2ccncc2)nc2ccccc12
→ -14%	8%	-10	1%	4	30%	5%
> Nc1nc(N)nc(-c2cc(O)ccc2O)n1
→ -14%	?	·	-13%	·	?	·
> [O-]C1=N/[N+](=C/c2ccccc2)CC1
→ -11%	21%	18	-12%	-3	61%[activator]	8%
> CC(=O)Nc1cc(C(=O)N2CCC3(CC2)OCCO3)ccc1S(=O)(=O)c1ccc(Cl)cc1
→ -2%	2%	-5	20%	-1	·	0%
> O=C(CN1CCCCC1)Nc1cccc(Cl)c1Cl
→ -9%	·	-4	-20%	6	23%	0%
> COc1cccc(C(=O)NCC2CCCN2S(=O)(=O)c2ccccc2)c1 (stereo not drawn)
→ 1%	12µM*	·	1%	·	?	·
> CN1C(=O)N(CC(=O)Nc2cccc(S(=O)(=O)N(C)c3ccccc3)c2)C(=O)C12CCCCC2
→ -2%	?	·	0%	·	15µM*	·
> O=Cc1ccccc1Oc1nc(N2CCOCC2)nc(N2CCOCC2)n1
→ -6%	42%[activator][5.75 µM]	-6	-21%	-1	-11%[5.75 µM]	1%

Bioassay records from PubChem BioAssay.
